Screens (PubChem BioAssay)
TRHR PAM: allosterically enhances the human TRH receptor. P34981. TRHR cells, fluo-8 calcium fluorescence, EC20 TRH enhancement. enhancement, % at 2 µM. hit rate 0.66% among 360,000; in the data active means enhancement above about 30%; further: 0% is about no effect
Target sequence (P34981 whole entry, looked up): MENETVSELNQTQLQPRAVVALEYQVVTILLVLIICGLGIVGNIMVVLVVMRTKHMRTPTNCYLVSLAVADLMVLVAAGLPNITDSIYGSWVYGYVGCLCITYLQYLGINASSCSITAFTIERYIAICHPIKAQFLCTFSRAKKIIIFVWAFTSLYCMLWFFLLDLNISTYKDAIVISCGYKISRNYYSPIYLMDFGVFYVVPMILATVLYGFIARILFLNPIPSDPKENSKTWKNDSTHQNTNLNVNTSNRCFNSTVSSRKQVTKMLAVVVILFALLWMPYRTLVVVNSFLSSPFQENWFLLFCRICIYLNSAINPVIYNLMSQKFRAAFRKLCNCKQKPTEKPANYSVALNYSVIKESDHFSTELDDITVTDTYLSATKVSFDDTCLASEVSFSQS
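Enhancer read-out: after compound pinning and an initial kinetic agonist-mode read, an EC20 of TRH (10 nM final) was injected and fluo-8 calcium signal (Ex 480/Em 530) followed at 1 s/cycle for 100 cycles in TRHR-expressing cells.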
D1 antag: human D1 dopamine receptor antagonism. HEK293 TREx D1 cells, calcium flux, dopamine EC80; hits give low values. hit rate 3.2% among 360,000. P21728. activity change, negative = inhibition, % at 10 µM; in the data active means activity change below about -30%; further: on the % scale 0 is the no-effect control and ±100 the full control effect
Target sequence (P21728 whole entry, looked up): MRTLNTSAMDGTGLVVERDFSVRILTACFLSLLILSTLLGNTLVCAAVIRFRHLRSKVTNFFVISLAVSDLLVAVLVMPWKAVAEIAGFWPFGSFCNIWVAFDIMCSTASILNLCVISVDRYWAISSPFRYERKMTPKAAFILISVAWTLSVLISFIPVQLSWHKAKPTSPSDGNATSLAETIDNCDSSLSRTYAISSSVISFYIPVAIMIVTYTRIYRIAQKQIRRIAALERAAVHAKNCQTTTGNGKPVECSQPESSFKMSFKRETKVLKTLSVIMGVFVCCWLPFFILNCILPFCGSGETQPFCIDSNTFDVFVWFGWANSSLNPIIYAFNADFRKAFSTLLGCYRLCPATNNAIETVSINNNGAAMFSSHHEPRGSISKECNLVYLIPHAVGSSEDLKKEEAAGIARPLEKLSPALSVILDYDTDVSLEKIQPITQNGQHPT
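Cells carrying a force-coupled, tetracycline-inducible human D1 receptor report calcium flux. Each well gets a 10 s baseline, compound with 180 s monitoring, then an EC80 dopamine stimulus with a second 180 s kinetic read.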
D2 PAM: positively modulates the human D2 dopamine receptor allosterically | HEK293 T-REx D2, calcium flux, EC20 dopamine potentiation | potentiation, % at 10 µM | hit rate 0.34% among 340,000 | P14416;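 active means potentiation over 3 SD above the plate norm, cut at about 30% in these data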; further: 0% is about no effect
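Tetracycline-induced Hek293 Trex D2 cells, force-coupled to calcium, loaded with no-wash calcium dye. Compound added with 180 s kinetic read for agonism, then EC20 dopamine and a further 180 s read for potentiation.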
D1 potentiator: enhances dopamine response at the human D1 receptor | AID 504651 | potentiation, % at 10 µM | hit rate 0.036% among 360,000 | HEK293 TREx D1 cells, calcium flux, dopamine EC20 potentiation | P21728; in the data active means potentiation above about 30%; further: 0% is about no effect
D1 agonist: agonists of human D1 dopamine receptor. P21728. HEK293 T-REx D1 cells, calcium flux, agonist mode. activation, % at 2 µM. hit rate 1% among 360,000; further: 0% is about no effect
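Agonism was scored from calcium flux recorded over 180 s (1 read/s) after pintool compound addition, following a 10-cycle baseline. Cells were inducible force-coupled HEK293 TREx D1, plated overnight at 30 C and loaded with no-wash calcium dye.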
D2 ag: agonists of human D2 dopamine receptor | HEK293 T-REx D2 cells, calcium flux agonist mode | P14416 | AID 485358 | activation, % at 2 µM | hit rate 0.53% among 340,000;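 active means activation over 3 SD above normal in the single-dose calcium agonist read, cut at about 30% in these data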; further: 0% is about no effect
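In this primary screen, compounds producing a positive calcium signal within 180 s of addition to tetracycline-induced, force-coupled HEK293 Trex D2 cells are flagged; cells are dye-loaded with a no-wash calcium kit beforehand.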
D2 antagonist: D2 dopamine receptor (human) antagonism | AID 485344 | inhibition, % at 10 µM | HEK293 TREx D2 cells, calcium flux, dopamine EC80 | P14416 | hit rate 2% among 340,000; in the data active means inhibition above about 30%; further: 0% is about no effect
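Calcium flux kinetic readout in an inducible HEK293 TREx D2 line plated overnight at 30 C. After 180 s compound exposure, an EC80 dopamine challenge follows with another 180 s kinetic read to detect antagonism.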
RXFP1 antag: RXFP1 (human) relaxin receptor antagonism; hit rate 0.59% among 350,000; activity change, negative = inhibition, % at 57.5 µM; HEK293-RXFP1, relaxin-stimulated cAMP HTRF, 30 min; hits give low values; Q9HBX9;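 active means activity change of -60% or lower, but not beyond a set lower limit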; further: on the % scale 0 is the no-effect control and ±100 the full control effect
TRHR agonist: activates the human TRH receptor; AID 493084; TRHR cells, calcium flux fluo-8, FDSS agonist mode; P34981; hit rate 0.18% among 360,000; activation, % at 2 µM; further: 0% is about no effect
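Fluo-8-loaded TRHR cells; 10 s baseline, compound added, kinetic Ca2+ fluorescence read 1/s, agonist mode.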
Numbers without * were called inactive; & = joins results of further samples; ! = repeats disagree. Unless noted, no stated cut-off is given here; in the data, active means activation above about 30%; inactive means the rest.

Results for CC(=O)Nc1ccc(-c2csc(NC(=O)Nc3ccccc3)n2)cc1 ?
TRHR PAM: -2; D1 antag: -20; D2 PAM: 1; D1 potentiator: 4; D1 agonist: -2; D2 ag: 0.3; D2 antagonist: 1; RXFP1 antag: -36; TRHR agonist: 0.5

How did OCC[C@H]1C[C@@H](O)[C@H](O)[C@@]2(CCc3ccccc3O2)O1 do in these assays?
TRHR PAM: 3; D1 antag: 1; D2 PAM: 2; D1 potentiator: 0; D1 agonist: 1; D2 ag: 0.4; D2 antagonist: -4; TRHR agonist: 0.1

How did COc1ccc(N(CC(O)Cn2c(C)nc3ccccc32)S(=O)(=O)c2ccc(C)cc2)cc1 (stereo not drawn) do in these assays?
TRHR PAM: 0; D1 antag: 2; D2 PAM: 7; D1 potentiator: -4; D1 agonist: 1; D2 ag: 0.4; D2 antagonist: -9; RXFP1 antag: 5; TRHR agonist: -1.4

How did CCc1cccc(C)c1NC(=O)C1CCN(S(=O)(=O)c2cc(Br)cc3c2N(C(C)=O)CC3)CC1 do in these assays?
TRHR PAM: 0; D1 antag: -12; D2 PAM: 21; D1 potentiator: 1; D1 agonist: 0; D2 ag: -1.3; RXFP1 antag: -2; TRHR agonist: 0.7

What do the screens show for `COc1ccc(S(=O)(=O)NC2CCCCCC2)c(OC)c1`?
TRHR PAM: 2; D1 antag: -6; D1 potentiator: 0; D1 agonist: 3; RXFP1 antag: -2; TRHR agonist: 0.0

How did N#Cc1cc(N2CCOCC2)nc2ccccc12 do in these assays?
TRHR PAM: 5; D1 antag: -5; D2 PAM: 2; D1 potentiator: 2; D1 agonist: 3; D2 ag: -0.4; D2 antagonist: -1; RXFP1 antag: 10; TRHR agonist: -1.1

What do the screens show for `O=C(C[n+]1cc(Br)cc2ccccc21)c1ccc(Br)cc1`?
TRHR PAM: 4; D1 antag: 20; D2 PAM: 3; D1 potentiator: 0; D1 agonist: 2; D2 ag: -1.3; D2 antagonist: -6; RXFP1 antag: -15; TRHR agonist: 1.2

How did O=C1CCCC/C1=C/Nc1cccc(C(F)(F)F)c1 do in these assays?
TRHR PAM: -8; D1 antag: -1; D2 PAM: 0; D1 potentiator: -4; D1 agonist: 4; D2 ag: 0.1; D2 antagonist: 34*; RXFP1 antag: 5; TRHR agonist: -1.5

Results for Cc1ccc(-c2noc(Cn3cc(S(=O)(=O)N4CCCC4)ccc3=O)n2)cc1 ?
TRHR PAM: 5; D1 antag: 5; D2 PAM: 6; D1 potentiator: -3; D1 agonist: 1; D2 ag: 0.4; D2 antagonist: -3; RXFP1 antag: -2; TRHR agonist: -0.1

How did O=C(CCC(=O)c1ccc(F)cc1)NC1CCCN(Cc2ccccc2F)C1 (stereo not drawn) do in these assays?
TRHR PAM: 24; D1 antag: 3; D2 PAM: 5; D1 potentiator: 3; D1 agonist: 2; D2 ag: -0.6; D2 antagonist: -5; RXFP1 antag: 8; TRHR agonist: -0.3

How did CCCNS(=O)(=O)c1ccc(OCC(=O)N2CCc3ccccc3C2)c(C)c1 do in these assays?
TRHR PAM: -3; D1 antag: -20; D2 PAM: 5; D1 potentiator: -5; D1 agonist: 5; D2 ag: 0.9; D2 antagonist: -6; RXFP1 antag: -1; TRHR agonist: 0.0

What do the screens show for `Cc1ccc(C(=O)NCC(c2cccnc2)N2CCc3ccccc3C2)cc1C` (stereo not drawn)?
TRHR PAM: 1; D1 antag: -31*; D2 PAM: -3; D1 potentiator: -3; D1 agonist: 3; D2 ag: -0.6; RXFP1 antag: -25; TRHR agonist: 0.1

How did CCOC(=O)c1cc2c(=O)n3ccccc3nc2n(CCCOC)c1=NC(C)=O do in these assays?
TRHR PAM: 15; D1 antag: 4; D2 PAM: 2; D1 potentiator: -6; D1 agonist: 0; D2 ag: 1.6; D2 antagonist: 4; RXFP1 antag: -15; TRHR agonist: 0.0

Results for O=C(Oc1ccc2ccc(O)cc2c1)c1ccccc1Cl ?
TRHR PAM: 2; D1 antag: -11; D2 PAM: 5; D1 potentiator: -4; D1 agonist: 5; D2 ag: 0.6; D2 antagonist: -1; RXFP1 antag: -12; TRHR agonist: 0.0

How did CCn1cc(C2=NOC(C(=O)O)C2)c(C)n1 (stereo not drawn) do in these assays?
TRHR PAM: 1; D1 antag: 5; D2 PAM: 4; D1 potentiator: -5; D1 agonist: 4; D2 ag: 0.4; D2 antagonist: 17; RXFP1 antag: 0; TRHR agonist: 0.4

Results for CCOC(=O)COc1ccc(/C=C/[N+](=O)[O-])c(OCC(=O)OCC)c1 ?
TRHR PAM: 1; D1 antag: -8; D2 PAM: 15; D1 potentiator: -10; D1 agonist: 0; D2 ag: -0.6; D2 antagonist: 5; RXFP1 antag: -69*; TRHR agonist: 2.6

Results for Cc1cc(C)nc(SCc2ccc(Br)cc2)n1 ?
TRHR PAM: -7; D1 antag: 9; D2 PAM: -19; D1 potentiator: 3; D1 agonist: 2; D2 ag: -1.2; D2 antagonist: -1; RXFP1 antag: -4; TRHR agonist: -0.4

Results for CCCn1ncc(CN2CCC(Cc3cccc(F)c3)(C(=O)OCC)CC2)c1C ?
TRHR PAM: 1; D1 antag: 6; D2 PAM: -5; D1 potentiator: -6; D1 agonist: 0; D2 ag: -0.6; D2 antagonist: -4; RXFP1 antag: -7; TRHR agonist: -1.8

What do the screens show for `Cc1ccc(NC(=O)Cn2cc(C(=O)C3CC3)c3ccccc32)c(C)c1`?
TRHR PAM: 36*!; D1 antag: 0&-13; D2 PAM: -5&6; D1 potentiator: -3&-4; D1 agonist: -2&0; D2 ag: 0.5&0.2; D2 antagonist: 10; RXFP1 antag: -16&-2; TRHR agonist: 0.8&1.4

Results for Oc1ccc(C[C@H]2CNCCN2CCc2cc(C(F)(F)F)cc(C(F)(F)F)c2)cc1 ?
TRHR PAM: 0; D1 antag: 19; D2 PAM: -9; D1 potentiator: -7; D1 agonist: 19; D2 ag: 0.4; D2 antagonist: -3; TRHR agonist: 0.7

The last two compounds of the section before lead into the next.
What do the screens show for `Cc1ccc(NC(=O)Cn2cc(C(=O)C3CC3)c3ccccc32)c(C)c1`?
TRHR PAM: 36*!; D1 antag: 0&-13; D2 PAM: -5&6; D1 potentiator: -3&-4; D1 agonist: -2&0; D2 ag: 0.5&0.2; D2 antagonist: 10; RXFP1 antag: -16&-2; TRHR agonist: 0.8&1.4

Results for Oc1ccc(C[C@H]2CNCCN2CCc2cc(C(F)(F)F)cc(C(F)(F)F)c2)cc1 ?
TRHR PAM: 0; D1 antag: 19; D2 PAM: -9; D1 potentiator: -7; D1 agonist: 19; D2 ag: 0.4; D2 antagonist: -3; TRHR agonist: 0.7

How did COc1ccc(CCNC(=O)Cn2cnc3c(cnn3C(C)(C)C)c2=O)cc1OC do in these assays?
TRHR PAM: -5; D1 antag: -10; D2 PAM: -4; D1 potentiator: -8; D1 agonist: 3; D2 ag: 1.5; D2 antagonist: 1; RXFP1 antag: -9; TRHR agonist: 0.5

Results for O=C(NCc1cccc(C(F)(F)F)c1)C1CCC(=O)N(C2CCCCCC2)C1 (stereo not drawn) ?
TRHR PAM: -5; D1 antag: 7; D2 PAM: 8; D1 potentiator: -2; D1 agonist: 1; D2 ag: 0.2; D2 antagonist: -1; RXFP1 antag: 1; TRHR agonist: -0.4

What do the screens show for `CC(NC(=O)COC(=O)Cc1ccccc1[N+](=O)[O-])c1ccccc1` (stereo not drawn)?
TRHR PAM: 9; D1 antag: -3; D2 PAM: 11; D1 potentiator: -1; D1 agonist: 1; D2 ag: -0.2; D2 antagonist: 2; RXFP1 antag: 2; TRHR agonist: 1.3

How did CCOC(=O)C1=C(C)NC(=O)CC1c1cc2c(cc1Br)OCO2 (stereo not drawn) do in these assays?
TRHR PAM: 2; D1 antag: 4; D2 PAM: 2; D1 potentiator: 0; D1 agonist: 2; D2 ag: -0.2; D2 antagonist: -1; RXFP1 antag: -12; TRHR agonist: -1.4

Results for O=C1CCC(=O)c2oc3ccccc3c2N1 ?
TRHR PAM: 3; D1 antag: -6; D2 PAM: 5; D1 potentiator: 0; D1 agonist: 1; D2 ag: 0.8; D2 antagonist: 1; RXFP1 antag: 0; TRHR agonist: 0.2

Results for O=C(/C(=C(\O)c1ccccc1)c1ncc[nH]1)c1ccccc1 ?
TRHR PAM: -12; D1 antag: -19; D2 PAM: 15; D1 potentiator: -3; D1 agonist: 5; D2 ag: -0.7; D2 antagonist: 9; RXFP1 antag: -1; TRHR agonist: 0.3

What do the screens show for `Cc1cc(-n2c(C)nc3ccccc3c2=O)ccc1NC(=O)c1ccccc1[N+](=O)[O-]`?
TRHR PAM: 2; D2 PAM: 3; D1 potentiator: 4; D1 agonist: -1; D2 ag: -1.3; TRHR agonist: 0.3

How did O=C(NC1CCCCC1)N1CCN(c2ccc(Cl)cc2)CC1 do in these assays?
TRHR PAM: 4; D1 antag: 13; D2 PAM: -13; D1 potentiator: 1; D1 agonist: 11; D2 ag: -0.1; D2 antagonist: 0; RXFP1 antag: -8; TRHR agonist: -0.2

Results for CCOc1ccc(C2NC(=O)c3ccccc3O2)cc1 (stereo not drawn) ?
TRHR PAM: -9; D1 antag: -10; D2 PAM: -14; D1 potentiator: -6; D1 agonist: 0; D2 ag: -0.6; D2 antagonist: 14; TRHR agonist: 0.3

Results for COc1ccc(CNC(=O)C(C)n2nc(C)c3sc4ccccc4c3c2=O)cc1OC (stereo not drawn) ?
TRHR PAM: 1; D1 antag: 6; D2 PAM: -4; D1 potentiator: -3; D1 agonist: 6; D2 ag: 0.3; RXFP1 antag: -12; TRHR agonist: 0.7

By substructure, the compounds so far with a Cl atom.
Results for O=C(Oc1ccc2ccc(O)cc2c1)c1ccccc1Cl ?
TRHR PAM: 2; D1 antag: -11; D2 PAM: 5; D1 potentiator: -4; D1 agonist: 5; D2 ag: 0.6; D2 antagonist: -1; RXFP1 antag: -12; TRHR agonist: 0.0

How did O=C(NC1CCCCC1)N1CCN(c2ccc(Cl)cc2)CC1 do in these assays?
TRHR PAM: 4; D1 antag: 13; D2 PAM: -13; D1 potentiator: 1; D1 agonist: 11; D2 ag: -0.1; D2 antagonist: 0; RXFP1 antag: -8; TRHR agonist: -0.2

More results follow.
How did Cc1ccc(NC(=O)C2(c3ccccc3)CCOCC2)cc1 do in these assays?
TRHR PAM: 3; D1 antag: 4; D2 PAM: -6; D1 potentiator: 0; D1 agonist: 2; D2 ag: 0.0; D2 antagonist: -6; RXFP1 antag: -10; TRHR agonist: 0.0

Results for O=C(N/N=C/C1CC=CCC1)c1cc(-c2cccnc2)nc2ccccc12 (stereo not drawn) ?
TRHR PAM: 0; D1 antag: 19; D2 PAM: -6; D1 potentiator: -9; D1 agonist: 1; D2 ag: -0.3; D2 antagonist: -9; RXFP1 antag: 0; TRHR agonist: 0.4

What do the screens show for `CCSc1nnc(NC(=O)NC(C)(C(F)(F)F)C(F)(F)F)s1`?
TRHR PAM: -4; D1 antag: -24; D2 PAM: 7; D1 potentiator: -3; D1 agonist: 21; D2 ag: 3.8; D2 antagonist: 19; RXFP1 antag: -27; TRHR agonist: 1.5

What do the screens show for `COc1ccc(C(=O)NCC(=O)N2CCc3ccccc3C2)cc1`?
TRHR PAM: 9; D1 antag: -14; D2 PAM: 22; D1 potentiator: 5; D1 agonist: 1; D2 ag: -0.6; D2 antagonist: 4; RXFP1 antag: -9; TRHR agonist: -0.5

What do the screens show for `O=C(N/N=C/c1ccc[nH]1)c1cccc(Br)c1`?
TRHR PAM: 6; D1 antag: -4; D2 PAM: 2; D1 potentiator: -3; D1 agonist: -1; D2 ag: 0.8; D2 antagonist: 6; RXFP1 antag: -3; TRHR agonist: -0.2
